# Screens as filed in PubChem.
# GoLoco inh red – inhibitors of human Gai1-RGS12 GoLoco interaction (red fluorophore). P63096. Gai1:RGS12 GoLoco peptide FP, rhodamine, 10 min. Potency, µM (series often up to 61.6 µM), without a hit: at the highest dose activity, negative = inhibition, actives largely listed as inhibitors. hit rate 0.44% among 230,000. AID 880; active = well fitted inhibition curve with a large enough effect, not every such curve was filed as active; inactive = no such curve, though single readings can be large or run the other way; also: % is scaled to controls: 0 for no effect and ±100 for the full control effect; nearly all actives have a fitted effect of over 30% in size; many of its hits are not listed in these tables
# Target sequence (P63096 whole entry, looked up): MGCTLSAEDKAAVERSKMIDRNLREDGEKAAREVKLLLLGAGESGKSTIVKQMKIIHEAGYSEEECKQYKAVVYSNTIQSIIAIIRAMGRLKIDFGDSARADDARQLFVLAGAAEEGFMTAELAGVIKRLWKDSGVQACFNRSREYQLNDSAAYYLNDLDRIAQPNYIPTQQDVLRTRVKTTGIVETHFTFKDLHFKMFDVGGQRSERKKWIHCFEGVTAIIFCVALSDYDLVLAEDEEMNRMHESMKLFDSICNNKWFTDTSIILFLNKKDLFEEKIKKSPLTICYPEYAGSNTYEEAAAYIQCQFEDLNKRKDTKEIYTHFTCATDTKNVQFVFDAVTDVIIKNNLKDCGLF
# IMPase Li inh – IMPase inhibition in cells with lithium potentiation. AID 1457. hit rate 0.35% among 210,000. CHO-M1 cells, IP1 TR-FRET (IP-One), carbachol + lithium. Potency, µM (doses to about 59.4 µM), inactives show at the highest dose activity, negative = IMPase inhibition, actives largely listed as inhibitors;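 also: IP1 builds up when IMPase is blocked and the TR-FRET signal falls; plate controls were basal vehicle for no effect and high inhibitor control for full effect; nearly all actives have a fitted effect of over 50% in size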
#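 Steps: plate 2000 CHO-M1 cells per well and culture 16–30 h; add compound and lithium; incubate 30 min, 37C; add d2-IP1 tracer and Eu cryptate anti-IP1 antibody in lysis buffer; read after 10 min at room temperature.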
# HTT aggregate – inhibitors of mutant huntingtin aggregate formation in PC12 cells. PC12 HttQ103-GFP aggregates, Acumen cytometry, 40 h. Potency, µM (highest dose often 46.1 µM), for inactives: at the highest dose activity change, negative = inhibition, actives largely listed as inhibitors. hit rate 1.1% among 220,000; also: % is scaled to controls: 0 for no effect and ±100 for the full control effect; nearly all actives have a fitted effect of over 60% in size
#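 Quantitative HTS on tebufenozide-induced (100 nM) PC12 cells stably expressing polyQ103 Huntingtin exon 1–GFP. Reduction of bright GFP aggregates, detected by laser scanning cytometry after lysis, identified actives across the titration.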
# aGlu spleen mod – inhibitors or activators of human alpha-glucosidase in spleen homogenate; human spleen homogenate, 4-MU-alpha-glucoside fluorescence; Potency, µM (titrated, usually from 79.9 µM), without a hit: at the top dose activity change, negative = inhibition, most hits filed as inhibitors; hit rate 0.006% among 240,000; AID 2112;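 also: 0% = enzyme with vehicle and -100% = no enzyme basal signal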
#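 Human spleen homogenate (1 ug) with 4-methylumbelliferyl-alpha-D-glucopyranoside (1 mM final) in 50 mM citrate/phosphate pH 5.0, 0.01% Tween-20; 40 min at 37 C. Stopped at pH 10; 4-MU fluorescence Ex 365/Em 440 nm; AC50 by Hill fit.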
# GAA inhib – inhibitors of human lysosomal alpha-glucosidase. purified human GAA, 4-MU-alpha-glucoside fluorescence. Potency, µM (highest dose often 76.9 µM), inactives show at the top dose activity change, negative = inhibition, hits mostly inhibitors. hit rate 0.005% among 200,000. AID 1466;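 also: plate controls were uninhibited enzyme wells for no effect and no-enzyme background for full effect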
#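 Enzyme (4 nM final) mixed with compound (up to 77 uM), then 4-MU-alpha-D-pyranoside (400 uM final) added; 20 min at room temperature, pH 5.0. Reaction stopped at pH 10, fluorescence read, AC50 derived by Hill fit.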
# HTT cytoprotect – cytoprotection in Huntington HTT-Q103 PC12 cell model; PC12 HTT-Q103 induced, cytoprotection, ATP luminescence, 40 h; Potency, µM (titrated, usually from 56.4 µM), without a hit: cytoprotection (ATP increase), actives largely listed as activators; hit rate 0.14% among 230,000;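 also: % of control where 0% means no effect; nearly all actives have a fitted effect of over 45% in size; toxic huntingtin expression switched on by the ecdysone agonist tebufenozide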
#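 Compounds were screened for protection of PC12 cells against cell death after tebufenozide induction (100 nM final) of mutant Huntingtin exon 1 (Q103) fused to GFP.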
# GAA glycogen – inhibitors or activators of human alpha-glucosidase glycogen cleavage; P10253; recombinant GAA, glycogen substrate, Amplex Red glucose oxidase fluorescence; Potency, µM (highest dose often 76.4 µM), without a hit: at the highest dose activity change, negative = inhibition, hits mostly inhibitors; hit rate 0.38% among 300,000; AID 2100;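 also: 0% = full enzyme reaction and -100% = no-enzyme basal signal; the screen sought inhibitors and activators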
#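 Recombinant human enzyme (4 nM); glycogen substrate; 37 C, 40 min, pH 5.0. Readout: coupled glucose oxidase/Amplex Red fluorescence.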
# An asterisk follows results filed as active; ? = inconclusive; . = not tested or not shown; & = joins results of further samples; ! = not active in a repeat; [ ] = remark or other dose. Unless noted, calls follow the shape of the dose curve; as a rule, active = well fitted curve in the direction sought with a large enough effect; inconclusive = small, poorly fitted or top-dose-only effect, or another doubt; inactive = no such curve, though single readings can be large; an effect the other way counts as inactive or inconclusive. Potency is read from the fitted curve at half-maximal effect. Some of the compounds tested; count on the stated rates, not on these rows.
SMILES,GoLoco inh red,IMPase Li inh,HTT aggregate,aGlu spleen mod,GAA inhib,HTT cytoprotect,GAA glycogen
CCOc1ccc(NC(=O)Cn2cc(C(=O)c3ccco3)c3ccccc32)cc1,4.7%,12.0%[38.3 µM],18.8%,-3.1%,-1.0%,-16.1%,13.7%[76.3 µM]
O=c1cc(-c2ccc(O)cc2)oc2cc(OC3OC(CO)C(O)C(O)[C@H]3O[C@@H]3OC[C@@](O)(CO)C3O)cc(O)c12 (some centres undefined),6.3%,4.8%,.,-8.8%,.,.,.
O=S(=O)(c1cccc2cnccc12)N1CCCNCC1,-1.8%&1.5%&2.1%,2.9%&-9.3%&11.0%,12.6µM*!,6.6%&2.8%&5.8%&-1.7%,-5.6%[15.4 µM],?,-11.2%
O=C(NCCc1c[nH]c2ccccc12)c1cccnc1,21.2%,0.7%[38.3 µM],4.5%&4.3%,-6.1%,-15.6%[15.4 µM],10.0%,0.9%
CCC(=O)O,2.3%,4.1%,.,0.1%,.,-54.0%[inhibitor],.
C[C@]12CCC(=O)C=C1CC[C@@H]1[C@@H]2CC[C@@]2(C)[C@H]1CC[C@]2(O)C(=O)CO,-8.9%&8.9%,-0.9%&18.2%,-4.0%&5.5%,2.5%&4.0%,9.8%[15.4 µM],-16.0%,2.3%
CN(C(=O)CCCOc1ccc2[nH]c(=O)ccc2c1)C1CCCCC1,4.9%&4.7%,15.3%&9.5%,1.2%,-5.7%&5.9%,.,-3.8%,.
CCCCCCCCCCCCCCC[C@H](O)[C@H](N)CO,11.1%,21.9%,-0.2%,-4.1%,.,?,.
OCCN1CCN(CCCN2c3ccccc3Sc3ccc(Cl)cc32)CC1,6.5%,9.3%&27.0%&28.3%&9.2%,6.2%,-6.9%,-2.6%[15.4 µM],-173.6%[inhibitor],2.4%
CC(CCC(=O)O)C1CCC2C3C(O)C[C@@H]4CC(O)CC[C@@]4(C)C3CC[C@@]12C (some centres undefined),5.9%&3.2%,8.5%&4.9%,.,-12.0%&3.1%,.,-26.1%&15.2%,.
COc1cc2c(c(OC)c1OC)-c1c(cc3c(c1OC)OCO3)[C@@H](OC(C)=O)[C@H](C)[C@H](C)C2,4.9%,.,-11.4%[9.22 µM],5.3%,.,12.6%[10 µM],1.3%
CN1CCOC(c2ccccc2)c2ccccc2C1 (centres undefined),-6.1%,16.3%,.,-6.7%,.,.,18.8%[76.3 µM]
OC(C#CCN1CCCC1)(c1ccccc1)c1ccccc1,.,.,20.7%,.,.,-26.9%,-3.4%[76.3 µM]
Cc1nc2ccccn2c(=O)c1CCN1CCC(C(=O)c2ccc(F)cc2)CC1,4.2%&-12.3%&4.6%,8.0%&13.5%&17.9%,11.4%&13.0%,-3.8%&6.8%&3.9%,-3.3%[15.4 µM],-29.0%,4.4%
O=C(O)[C@H]1[C@H]2C[C@H]3c4[nH]c5ccccc5c4CCN3C[C@@H]2CC[C@@H]1O,-3.0%,11.1%,.,-4.2%,.,-33.0%[inhibitor][1.9 µM],.
Cc1cc(NS(=O)(=O)c2ccc(N)cc2)nc(C)n1,-5.4%,.,7.0%,.,.,66.2%,.
CCN(CC)CCNC(=O)c1cc(Cl)c(N)cc1OC,6.4%,-2.0%&5.6%&-3.3%&6.3%&4.2%,4.7%&6.7%,8.2%,-1.5%[15.4 µM],?,-0.1%
COc1ccc(C(=O)CC(=O)c2ccc(C(C)(C)C)cc2)cc1,16.6%,3.0%,2.4%,8.0%,.,-41.2%[inhibitor],.
C[C@@H](N)C1CCC(C(=O)Nc2ccncc2)CC1 (some centres undefined),-8.7%&5.3%&3.5%&4.8%,-6.8%&-29.1%&-24.4%&-14.0%,.,-8.2%&1.4%&-31.4%&8.9%,.,?,.
CCCCCCN,28.2µM*,7.0%,.,6.3%,.,-15.7%,.

# Arranged by number of heavy atoms (ascending): some entries from above.
SMILES,GoLoco inh red,IMPase Li inh,HTT aggregate,aGlu spleen mod,GAA inhib,HTT cytoprotect,GAA glycogen
CN1CCOC(c2ccccc2)c2ccccc2C1 (centres undefined),-6.1%,16.3%,.,-6.7%,.,.,18.8%[76.3 µM]
CCN(CC)CCNC(=O)c1cc(Cl)c(N)cc1OC,6.4%,-2.0%&5.6%&-3.3%&6.3%&4.2%,4.7%&6.7%,8.2%,-1.5%[15.4 µM],?,-0.1%
O=C(O)[C@H]1[C@H]2C[C@H]3c4[nH]c5ccccc5c4CCN3C[C@@H]2CC[C@@H]1O,-3.0%,11.1%,.,-4.2%,.,-33.0%[inhibitor][1.9 µM],.

# Next part:
SMILES,GoLoco inh red,IMPase Li inh,HTT aggregate,aGlu spleen mod,GAA inhib,HTT cytoprotect,GAA glycogen
CCC[C@H](N[C@@H](C)C(=O)N1[C@@H]2CCCC[C@H]2C[C@H]1C(=O)O)C(=O)OCC,0.8%,5.4%,.,-1.1%,.,.,.
CN(C)CCOC(=O)[C@@H](c1ccccc1)C1(O)CCCC1,7.5%[21.6 µM],18.6%,1.2%,3.6%[29.1 µM],.,5.62µM*,.
CC(=O)c1ccc(S(=O)(=O)NC(=O)NC2CCCCC2)cc1,-21.1%,-2.1%&-2.6%&-2.9%,22.4%,3.0%,.,-2.5%,.
Cn1c(=O)c2c(ncn2CC2OCCO2)n(C)c1=O,4.3%,3.0%,6.7%,0.2%,.,?,-4.6%
CC(=O)Nc1ccc(C(=O)O)cc1,5.2%,2.0%,4.0%,10.5%,.,-1.6%,.
COC(=O)C1=CO[C@@H](O[C@H]2OC(CO)C(O)C(O)C2O)C2C1CC(O)C2C (some centres undefined),0.3%,-0.9%,.,-0.7%,.,.,.
C=CC1=C(C(=O)O)N2C(=O)[C@@H](NC(=O)C(N=O)c3csc(N)n3)[C@H]2SC1 (some centres undefined),-18.6%,-22.5%,18.2%,1.3%,.,34.8%,.
CCOc1ccc(C(=O)OCCN(CC)CC)cc1,11.4%&-2.4%,0.3%,-10.7%&-7.2%,-1.2%&-0.8%,-7.9%,-50.3%&11.7%[inhibitor],8.6%
CCN(CC)CCOC(=O)C1(c2ccccc2)CCCC1,4.5%,32.8%[activator][38.3 µM],-11.0%&-10.4%,10.3%,-1.3%,-5.4%,-10.6%
CC1(C)Cc2c(sc(NC(=S)NC(=O)c3ccccc3)c2C(=O)O)CO1,10.9%,-8.8%,7.9%[9.22 µM],0.4%,8.8%,9.6%[10 µM],?
C[C@H]1c2cccc(O)c2C(O)=C2C(=O)[C@]3(O)C(O)=C(C(N)=O)C(=O)C(N(C)C)[C@@H]3[C@@H](O)C21 (some centres undefined),-0.6%,?,.,-12.4%,.,.,.
O=C(CCNNC(=O)c1ccncc1)NCc1ccccc1,9.1%,2.8%&6.6%&2.3%,-12.8%&9.2%,4.4%,3.5%[15.4 µM],31.9%,-16.5%
CC[n+]1c(C)sc2cc(OC)ccc21,-6.9%,8.5%,-24.2%,0.1%,4.4%,19.0%[10 µM],-17.0%
C/C=C(/C)C(=O)O[C@@H]1c2c(ccc3ccc(=O)oc23)OC(C)(C)[C@@H]1OC(=O)/C(C)=C\C,2.0%,14.3%,?,1.1%,-1.9%,.,-5.8%
C/C=C\C(=O)N(CC)c1ccccc1C,-6.3%[21.6 µM],9.8%,4.8%[20.6 µM],7.1%[29.1 µM],.,-14.5%[40.3 µM],.
C=CC1=C(C(=O)O)N2C(=O)C(NC(=O)/C(=N\O)c3csc(N)n3)C2SC1 (centres undefined),-48.8%,14.2%,.,5.8%,.,-2.5%,.
C[C@H](CCC(=O)O)[C@H]1CC[C@H]2[C@H]3C(CC[C@]12C)[C@@]1(C)CC[C@@H](O)C[C@H]1C[C@H]3O (some centres undefined),-2.7%&-2.7%,-3.3%&10.7%,.,9.2%&-11.8%,.,4.3%,.
COc1ccccc1N1CCN(CCCNc2cc(=O)n(C)c(=O)n2C)CC1,11.8%,11.4%&14.1%&11.9%&24.1%&-5.8%,24.4%&7.2%,0.0%,0.4%[15.4 µM],31.6µM*!,2.2%
O=C(CCN1CCC(c2ccccc2)C1)c1ccc2c(c1)OCCO2 (centres undefined),-2.4%,37.7%[activator][38.3 µM],?,-11.5%,?,-85.8%&-101.5%[inhibitor],4.5%
CCC(C)n1ncn(-c2ccc(N3CCN(c4ccc(OCC5COC(Cn6cncn6)(c6ccc(Cl)cc6Cl)O5)cc4)CC3)cc2)c1=O (centres undefined),11.6%&-4.1%&6.8%,-1.2%,-4.8%,3.0%&2.6%&-3.0%,3.5%&4.0%[15.4 µM],-52.8%[inhibitor],-2.8%&-1.8%
O=c1[nH]c2cc(C(F)(F)F)c(N3CCOCC3)cc2n(CP(=O)(O)O)c1=O,13.3%,-11.8%,-8.5%,2.5%,.,-18.8%,.
O=C(c1ccc(F)cc1)C1CCN(CCn2c(=O)[nH]c3ccccc3c2=O)CC1,-1.2%,35.2%&-9.3%&-6.9%&17.6%&-0.6%[activator],24.5%[9.22 µM],-1.5%,.,35.1%[10 µM],6.2%
CC(=O)O[C@@]1(C(C)=O)CCC2C3C=C(Cl)C4=CC(=O)C5CC5[C@@]4(C)C3CC[C@]21C (some centres undefined),6.9%,30.3%[activator],.,-9.4%,.,-78.2%[inhibitor],.
CN1CCN(CCC(=O)N2c3ccccc3Sc3ccc(C(F)(F)F)cc32)CC1,8.8%,54.0%[activator][38.3 µM],-18.7%&5.9%,6.7%,-3.5%,-4.9%&14.5%,-0.6%
CC1(C)O[C@@H]2C[C@@H]3[C@H]4C[C@@H](F)C5=CC(=O)C=C[C@]5(C)[C@@]4(F)[C@@H](O)C[C@]3(C)[C@]2(C(=O)CO)O1,-60.2%,0.6%,6.7%,3.7%,.,23.8%,.
CC12CCC(CC1)C(C)(C)O2,2.9%&-4.5%,1.5%&11.3%,-12.6%,-5.0%&5.1%,.,-6.4%,.
CN1CCN(C(c2ccccc2)c2ccccc2)CC1,-9.0%,29.9%&15.5%,-5.9%[20.6 µM],11.7%,.,-30.1%[inhibitor],.
C1CCC(C(CC2CCCCN2)C2CCCCC2)CC1 (centres undefined),9.6%&5.8%,21.4%&32.3%,25.1µM*!,-13.9%&3.7%,-11.2%[15.4 µM],-98.8%[inhibitor],-1.9%
CCC1Nc2cc(Cl)c(S(N)(=O)=O)cc2S(=O)(=O)N1 (centres undefined),-0.6%,.,-18.0%,.,.,?,.
